# Compound activity from PubChem.
# Neddylation inh: inhibitors of human cullin neddylation; AID 651699; 360,000 compounds, 0.58% hits; P61081+Q13564; TR-FRET cullin neddylation, biochemical; calls only at 25 µM; in the data active means inhibition above about 36%
# Target sequence (P61081 whole entry, looked up): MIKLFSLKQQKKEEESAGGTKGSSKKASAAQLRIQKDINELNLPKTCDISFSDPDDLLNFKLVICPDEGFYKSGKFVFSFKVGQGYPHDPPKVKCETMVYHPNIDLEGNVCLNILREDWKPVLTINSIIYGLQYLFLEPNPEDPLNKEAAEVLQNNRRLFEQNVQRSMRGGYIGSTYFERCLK
# Target sequence (Q13564 whole entry, looked up): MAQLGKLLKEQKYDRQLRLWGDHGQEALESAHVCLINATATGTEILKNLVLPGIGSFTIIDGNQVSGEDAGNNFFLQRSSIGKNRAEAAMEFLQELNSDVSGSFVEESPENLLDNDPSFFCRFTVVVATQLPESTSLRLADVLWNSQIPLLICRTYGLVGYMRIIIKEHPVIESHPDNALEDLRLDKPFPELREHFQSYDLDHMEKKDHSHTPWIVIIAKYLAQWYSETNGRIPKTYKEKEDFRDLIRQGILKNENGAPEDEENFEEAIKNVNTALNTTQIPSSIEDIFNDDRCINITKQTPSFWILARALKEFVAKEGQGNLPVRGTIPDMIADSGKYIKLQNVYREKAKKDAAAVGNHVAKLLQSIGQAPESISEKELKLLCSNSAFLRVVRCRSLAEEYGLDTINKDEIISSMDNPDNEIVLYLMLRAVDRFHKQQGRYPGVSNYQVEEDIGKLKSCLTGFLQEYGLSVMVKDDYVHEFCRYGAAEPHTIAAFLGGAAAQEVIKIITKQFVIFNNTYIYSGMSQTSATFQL
# FAS-TE inh: FAS thioesterase (human) inhibition. P49327. recombinant FAS-TE, OMFH fluorogenic substrate, fluorescence endpoint. inhibition, % at 15 µM. 360,000 compounds, 0.67% hits. AID 602261;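 active means compounds whose normalised, plate-corrected inhibition of enzyme fluorescence in the single-dose primary screen is 50% or more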;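 further: 0% = DMSO with enzyme and 100% = substrate without enzyme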
# bovine MsrA act: activates bovine MsrA enzyme. purified bovine MsrA, absorbance read-out. activation, % at 10.6 µM. 360,000 compounds, 0.3% hits. AID 602163; in the data active means activation above about 7.5%;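 further: 0% = vehicle and 100% = reference activator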
# Rin1 Abl inh: inhibitors of human Rin1-Abl protein interaction. TR-FRET Rin1/Abl binding, biochemical. inhibition, % at 7.35 µM. 360,000 compounds, 0.4% hits; in the data active means inhibition above about 5%, passing the limit was not always enough
# CSN inh: inhibitors of human CSN-mediated cullin deneddylation. Q92905. 360,000 compounds, 0.38% hits. Purified CSN, SCF-Nedd8-OG deneddylation, fluorescence polarization. inhibition, % at 12.5 µM;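 active means pattern-corrected inhibition above about 35%, with an unprinted fluorescence ratio check between 0.5 and 1.5, limit read from the data, passing the limit was not always enough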;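 further: 0% = enzyme with substrate and 100% = substrate without enzyme; some results filed as inactive read as strong as hits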
# Target sequence (Q92905 whole entry, looked up, one chain of several): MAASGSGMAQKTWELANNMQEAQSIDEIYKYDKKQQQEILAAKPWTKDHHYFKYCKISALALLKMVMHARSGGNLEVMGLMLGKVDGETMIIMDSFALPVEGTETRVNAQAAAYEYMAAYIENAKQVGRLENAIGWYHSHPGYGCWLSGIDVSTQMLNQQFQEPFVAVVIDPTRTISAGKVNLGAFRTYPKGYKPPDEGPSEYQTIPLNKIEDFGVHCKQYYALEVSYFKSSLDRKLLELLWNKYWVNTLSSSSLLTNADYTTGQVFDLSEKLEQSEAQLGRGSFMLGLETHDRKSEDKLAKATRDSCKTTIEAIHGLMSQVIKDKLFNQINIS
#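 Test system: Human Csn5 produced in HEK293T cells | Compound: 12.5 µM single point | Times: 90 min, room temperature | Signal: Fluorescence polarization readout | Read-out basis: % inhibition of substrate cleavage by Csn5 | Controls: no-enzyme wells high, enzyme-with-substrate wells low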
# PABP1 MLLE inh: blocks PAM2 peptide binding to the PABP1 MLLE domain | GST-MLLE / FITC-PAM2 fluorescence polarization | inhibition, % at 20 µM | 360,000 compounds, 0.36% hits | AID 588489; in the data active means inhibition above about 35%, passing the limit was not always enough;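 further: plate controls were DMSO wells with GST-MLLE for no effect and wells lacking GST-MLLE protein for full effect; some results filed as inactive read as strong as hits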
# E coli Lon inh: inhibitors of E. coli Lon protease. purified E. coli Lon protease, fluorescence polarization. 360,000 compounds, 0.42% hits. inhibition, % at 7.94 µM. P0A9M0; in the data active means inhibition above about 13%, passing the limit was not always enough;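 further: 0% = enzyme with probe and DMSO and 100% = no enzyme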
# MsrA inhibitor: inhibitors of bovine MsrA. purified bovine MsrA, absorbance read-out. inhibition, % at 15.5 µM. 360,000 compounds, 0.75% hits. AID 651718; in the data active means inhibition above about 4.5%;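 further: 0% = vehicle wells with enzyme and 100% = reference inhibitor wells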
# Tb MetRS inh: Trypanosoma brucei MetRS inhibition | inhibition, % at 11.9 µM | 360,000 compounds, 0.4% hits | purified T. brucei MetRS, ATP depletion, Kinase-Glo luminescence | AID 624268;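 active means inhibition above a per-plate cutoff of the control wells' mean inhibition plus 3 SD, cut at about 5.5% in these data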;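 further: 0% = DMSO wells median and 100% = median of wells with control inhibitor compound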
#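 Material – parasite MetRS enzyme · Medium – HEPES-MgCl2-KCl buffer plus DTT, spermine, BSA, pyrophosphatase · Reagent – ATP, methionine and E. coli bulk tRNA substrates · Times – 15 min enzyme-compound preincubation, 2 h reaction, 10 min detection, 25 °C · Measured by – luminescence of leftover ATP · Evaluation – percent inhibition relative to median high and low control wells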
# Starred values were filed as active, the others as inactive; i = inactive; x = not tested or not shown.
SMILES,Neddylation inh,FAS-TE inh,bovine MsrA act,Rin1 Abl inh,CSN inh,PABP1 MLLE inh,E coli Lon inh,MsrA inhibitor,Tb MetRS inh
Cc1ccc(C)c(S(=O)(=O)N(C)c2ccc(OC(=O)CN3C(=O)NC4(CCCC4)C3=O)cc2)c1,i,9,-1,2,-10,-60,-9,-0.2,-0.1
Cc1nnc(-c2cnn(C)c2N)n1CCCN(C)C,i,-2,1,2,-4,0,0,0.8,-0.3
O=C(O)c1ccc2nc(-c3ccccc3)sc2c1,i,-8,-7,-2,-19,-7,-2,0.1,-1.9
O=C(CCc1ccc(S(=O)(=O)N2CCOCC2)cc1)Nc1cc(Cl)ccc1N1CCOCC1,i,3,0,4,2,-2,-6,-0.3,-0.1
N#Cc1c(Nc2ccccc2)sc(C(=O)c2ccccc2)c1N,i,-13,-7,1,3,12,-3,0.8,-1.0
Cc1c(NC(=O)COC(=O)CCC(=O)c2ccc(Cl)cc2)c(=O)n(-c2ccccc2)n1C,i,-2,-4,4,5,1,-2,-0.9,-0.4
O=[N+]([O-])c1ccc(N2CCN(c3ccc([N+](=O)[O-])cc3CO)CC2)c(CO)c1,i,11,-3,-3,21,10,7,4.4,1.6
CCc1cc(=O)oc2c3c(cc(OCC(=O)NCCN4CCOCC4)c12)OC(C)(C)CC3,x,-1,-2,1,-2,4,1,2.1,1.3
COc1ccc(CNC(=O)Cn2c(=O)n(CCC(=O)N3CCCCC3)c(=O)c3sccc32)cc1,i,-3,-4,3,-2,13,2,-0.3,0.1
CC(C)Oc1c(Cl)cc(CNC(C)(C)CO)cc1Cl,i,-3,-2,6,2,10,1,0.5,-0.8
O=C(/C=C/Nc1ccc(Oc2ccccc2)cc1)c1ccco1,i,22,-2,-2,-2,-18,1,2.0,-0.5
O=C(CSc1nccc(=O)[nH]1)N1CCN(c2ccccc2)CC1,i,-3,-4,-1,1,20,-1,1.4,-1.6

# Twelve of the compounds above, with tabs.
canonical_smiles	Neddylation inh	FAS-TE inh	bovine MsrA act	Rin1 Abl inh	CSN inh	PABP1 MLLE inh	E coli Lon inh	MsrA inhibitor	Tb MetRS inh
Cc1ccc(C)c(S(=O)(=O)N(C)c2ccc(OC(=O)CN3C(=O)NC4(CCCC4)C3=O)cc2)c1	i	9	-1	2	-10	-60	-9	-0.2	-0.1
Cc1nnc(-c2cnn(C)c2N)n1CCCN(C)C	i	-2	1	2	-4	0	0	0.8	-0.3
O=C(O)c1ccc2nc(-c3ccccc3)sc2c1	i	-8	-7	-2	-19	-7	-2	0.1	-1.9
O=C(CCc1ccc(S(=O)(=O)N2CCOCC2)cc1)Nc1cc(Cl)ccc1N1CCOCC1	i	3	0	4	2	-2	-6	-0.3	-0.1
N#Cc1c(Nc2ccccc2)sc(C(=O)c2ccccc2)c1N	i	-13	-7	1	3	12	-3	0.8	-1.0
Cc1c(NC(=O)COC(=O)CCC(=O)c2ccc(Cl)cc2)c(=O)n(-c2ccccc2)n1C	i	-2	-4	4	5	1	-2	-0.9	-0.4
O=[N+]([O-])c1ccc(N2CCN(c3ccc([N+](=O)[O-])cc3CO)CC2)c(CO)c1	i	11	-3	-3	21	10	7	4.4	1.6
CCc1cc(=O)oc2c3c(cc(OCC(=O)NCCN4CCOCC4)c12)OC(C)(C)CC3	x	-1	-2	1	-2	4	1	2.1	1.3
COc1ccc(CNC(=O)Cn2c(=O)n(CCC(=O)N3CCCCC3)c(=O)c3sccc32)cc1	i	-3	-4	3	-2	13	2	-0.3	0.1
CC(C)Oc1c(Cl)cc(CNC(C)(C)CO)cc1Cl	i	-3	-2	6	2	10	1	0.5	-0.8
O=C(/C=C/Nc1ccc(Oc2ccccc2)cc1)c1ccco1	i	22	-2	-2	-2	-18	1	2.0	-0.5
O=C(CSc1nccc(=O)[nH]1)N1CCN(c2ccccc2)CC1	i	-3	-4	-1	1	20	-1	1.4	-1.6

# Additional entries
SMILES,Neddylation inh,FAS-TE inh,bovine MsrA act,Rin1 Abl inh,CSN inh,PABP1 MLLE inh,E coli Lon inh,MsrA inhibitor,Tb MetRS inh
OC[C@@H]1CN(Cc2ccco2)C[C@H](n2cnc3c(NCc4ccncc4)ncnc32)O1,i,-3,-1,-4,-1,-8,-5,0.6,0.4
CCC(=O)Nc1ccccc1C(=O)C(=O)Nc1ccccc1,i,-11,-15,2,2,4,6,0.3,-1.2
Cc1ccc(CNC(=O)COC(=O)Cc2ccc(-c3ccccc3)cc2)cc1,i,-6,-1,2,-5,11,-3,0.1,-0.2
Cc1cc(=O)n2[nH]nnc2n1,i,-3,-4,-1,5,-1,-7,-0.2,-0.6
CS(=O)(=O)c1ccc2nc(NC(=O)c3ccc(Cn4cc(Br)cn4)o3)sc2c1,x,0,-7,4,-2,8,5,5.4*,0.2
Cc1noc(C)c1S(=O)(=O)N1CCC(C(=O)O)CC1,i,-6,-1,2,-1,10,3,-0.3,-0.3
Cc1sc2nc(C3CC3)nc(SCC(=O)N3CC(=O)Nc4ccccc43)c2c1C,i,7,-4,2,4,2,-11,-0.3,-0.5
Cc1oc(-c2ccccc2)cc1C(N)=O,i,-7,-4,-2,2,16,-3,-1.6,0.3
COc1ccc(S(=O)(=O)Nc2ccc3c(c2)C(=O)N([C@H](C)CO)C[C@H](C)[C@@H](CN(C)S(=O)(=O)c2cn(C)cn2)OCCCC[C@H](C)O3)cc1,i,-2,1,-2,11,0,-5,-1.4,-0.8
O=C1C(=O)N(CCN2CCOCC2)C(c2ccc([N+](=O)[O-])cc2)/C1=C(/O)c1ccc2c(c1)OCO2 (stereo not drawn),i,2,-9,-3,-2,13,4,2.1,-0.4
Cc1cccc(NC(=O)CSCc2cc(=O)n3nc(C4CC4)sc3n2)c1,i,-9,-3,-1,-6,21,-5,0.1,-0.5
CC(=O)c1ccc(OCC(O)CN2CCC(C)CC2)cc1 (stereo not drawn),i,-7,-1,2,-3,7,-8,1.0,-0.7
Cc1ccccc1C(=O)N1CCN(c2nc(N3CCOCC3)nc(N3CCOCC3)n2)CC1,i,0,-3,-1,-4,-124,14,-0.8,-0.5
Cc1nc(N2CCC(C)CC2)c2c(C)c(C(=O)Nc3ccc4c(c3)OCCO4)sc2n1,i,30,-4,0,-5,-15,-6,0.4,0.1
CCOc1ncccc1C(=O)N1CCN(S(=O)(=O)c2ccccc2)CC1,i,-1,-1,1,-7,-1,5,-1.4,-0.7
C/C(CC(=O)N1CCN(C=O)CC1)=N\NC(=O)c1ccc([N+](=O)[O-])cc1,i,-4,-12,-2,3,1,0,-0.7,-0.8
O=C(Nc1ccc(N2CCN(C(=O)c3ccco3)CC2)cc1)c1cccnc1Cl,i,-7,-3,-1,-4,9,-5,-0.7,0.1
COc1ccc(OC)c(-n2c(SCC(=O)NCC3CCCO3)nc3ccccc3c2=O)c1 (stereo not drawn),i,-6,-4,1,-3,4,-13,-0.4,-0.2
Oc1ccc(Nc2ccnc3cc(Cl)ccc23)cc1,i,4,-2,-5,0,4,4,1.8,5.0
Cc1cccc(C)c1NC(=S)N1CCCN(C)CC1,i,-5,-2,0,-8,-3,-5,0.2,-0.1
Cc1cccc(-c2cccc(NC(=O)C3CCCN(C(=O)c4csc(C)n4)C3)c2)c1 (stereo not drawn),i,0,-1,2,-2,-4,79*,0.1,0.0
COc1ccc([N+](=O)[O-])cc1-c1[nH]c(-c2ccc(C(=O)O)cc2)nc1-c1ccccc1,i,4,-7,0,-3,-11,7,3.3,-0.6
COC(=O)Cc1c(CSc2ccccc2)oc2ccc(O)c(CN(C)C)c12,i,0,0,0,2,3,-2,0.4,-0.7
O=C(N/N=C/c1coc2ccccc2c1=O)c1ccncc1,i,18,-4,-2,4,7,5,1.4,0.1
Nc1nc2c(s1)CCc1ccccc1-2,i,-4,0,1,1,-75,-1,-1.4,-0.4
CC(NS(=O)(=O)c1ccc2ccccc2c1)c1ccccn1 (stereo not drawn),i,-6,-6,4,4,3,2,0.8,0.3
Cc1ccc(N(CC(=O)NCCSCc2ccco2)S(C)(=O)=O)cc1,i,-5,-2,3,2,25,-4,2.4,-0.1
c1ccc(-c2c[nH]c3[n+]2CCCCC3)cc1,i,-1,-1,-1,0,2,-6,-0.8,-0.7
O=C(C1CCN(c2nnc(-n3cccc3)s2)CC1)N1CCN(Cc2ccc3c(c2)OCO3)CC1,i,-1,-3,-3,5,-18,-7,-0.3,-0.4
COc1ccc(NC(=O)CCC(=O)N(Cc2ccc(OC)c(OC)c2)c2nccs2)cc1,i,-6,x,x,-6,-13,x,-0.5,x
NNC(=O)CN(CCc1ccccc1)S(=O)(=O)c1ccc(Cl)cc1,i,2,-8,2,-7,9,-7,-1.2,-0.1
CSc1ncnc2c1ncn2CCCN[C@H](C)c1cccc2ccccc12,i,-6,-1,-4,-2,4,-2,0.1,1.3
CCSc1nnc(NC(=O)CSc2nccn2-c2cccc(C)c2)s1,i,-10,-4,2,-5,-9,-10,0.1,-1.6
COC(=O)C1=C(C(=O)OC)[C@@H]2N(Cc3ccccc3)c3ccccc3[C@@]23C[C@@H](C(=O)OC)N=C3N1,i,-3,1,1,-1,10,-15,0.6,-0.3
COc1ccc(NS(=O)(=O)c2cccc(C(=O)NN=Cc3ccc(OC)c(O)c3)c2)cc1,i,5,-4,0,0,-5,-4,1.0,-0.4
COc1cccc(NC(=S)NC(=O)/C=C/c2ccco2)c1,i,3,-3,1,16,-6,-32,2.9,-1.5
CCn1c(-c2ccc(C(C)(C)C)cc2)n[nH]c1=S,i,0,-5,-4,3,-3,0,-0.6,-1.3
Cc1cc(C)cc(NC(=O)Cn2ncn3c(cc4ccccc43)c2=O)c1,i,-6,-11,3,3,-9,-8,-0.5,-0.8
COc1ccccc1NC(=O)N(C)C[C@H]1OCc2cn(nn2)CCCC(=O)N([C@@H](C)CO)C[C@@H]1C,i,-8,-2,-4,-5,-10,-14,-1.6,-1.2
COc1ccc(Br)cc1/C=N/Nc1cccc(C(=O)O)c1,i,4,-1,-5,1,6,-4,0.3,0.7
CCc1ccc(NC(=O)CSc2nc3n[nH]c(C)c3c(=N)n2-c2cccc(OC)c2)cc1,i,1,-3,2,-3,-16,2,0.5,0.1
C=CCOc1c(CCC)cc(CCC)cc1C(N)=O,i,6,-6,-1,0,13,-6,0.1,-1.0
O=C(CCNS(=O)(=O)c1cccc2nonc12)NC1CCCCCC1,i,2,-4,-1,-16,-1,0,-0.3,0.4
Cc1ccc(N2CC(C(=O)Nc3ccccc3C(=O)NC3CCCCC3)CC2=O)cc1C (stereo not drawn),i,20,-2,-5,6,-3,8,0.7,-0.7
O=C(CCS(=O)(=O)c1ccc(F)cc1)Nc1nc(-c2ccccn2)cs1,i,-5,-3,3,3,7,-4,0.9,-0.2
CC1=C(C(=O)N(C(C)C)C(C)C)CC(CC(=O)NCCCCc2ccccc2)C(=O)N1Cc1ccc(C(C)(C)C)cc1 (stereo not drawn),i,19,-7,4,-6,-8,13,-0.1,-1.6
CCn1c(NCc2cccs2)nc2ccccc21,i,-4,-10,1,-1,5,-3,-1.3,0.0
Cc1nn(C(=O)CCCC(=O)NCc2ccccc2)c2ccccc12,i,-3,-1,1,1,21,-1,-0.2,0.6

# Complete entries, looked up by structure. Order of screens: Neddylation inh | FAS-TE inh | bovine MsrA act | Rin1 Abl inh | CSN inh | PABP1 MLLE inh | E coli Lon inh | MsrA inhibitor | Tb MetRS inh
# Results for CCn1c(NCc2cccs2)nc2ccccc21 → i | -4 | -10 | 1 | -1 | 5 | -3 | -1.3 | 0.0
# Results for CC1=C(C(=O)N(C(C)C)C(C)C)CC(CC(=O)NCCCCc2ccccc2)C(=O)N1Cc1ccc(C(C)(C)C)cc1 (stereo not drawn) → i | 19 | -7 | 4 | -6 | -8 | 13 | -0.1 | -1.6
